# TWEAK Fn14 block – TWEAK-Fn14 signaling inhibition. inhibition, % at 10 µM. TWEAK-stimulated Fn14 reporter cells, luciferase luminescence, 8 h. hit rate 2% among 360,000. AID 1159606; in the data active = inhibition above about 50%
# NR2F2 inh – blocks human COUP-TFII nuclear receptor; P24468; inhibition, % at 8.6 µM; HEK293T NGFI-A luciferase reporter, luminescence; hit rate 0.7% among 370,000;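 active = inhibition above a per-plate cutoff, mean inhibition of test wells between control levels plus 3 SD, cut at about 38% in these data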;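 also: cells cotransfected with COUP-TFII expression vector driving the NGFI-A reporter; 0% = median of COUP-TF2 test wells and 100% = reporter-only cells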
# Target sequence (P24468 whole entry, looked up): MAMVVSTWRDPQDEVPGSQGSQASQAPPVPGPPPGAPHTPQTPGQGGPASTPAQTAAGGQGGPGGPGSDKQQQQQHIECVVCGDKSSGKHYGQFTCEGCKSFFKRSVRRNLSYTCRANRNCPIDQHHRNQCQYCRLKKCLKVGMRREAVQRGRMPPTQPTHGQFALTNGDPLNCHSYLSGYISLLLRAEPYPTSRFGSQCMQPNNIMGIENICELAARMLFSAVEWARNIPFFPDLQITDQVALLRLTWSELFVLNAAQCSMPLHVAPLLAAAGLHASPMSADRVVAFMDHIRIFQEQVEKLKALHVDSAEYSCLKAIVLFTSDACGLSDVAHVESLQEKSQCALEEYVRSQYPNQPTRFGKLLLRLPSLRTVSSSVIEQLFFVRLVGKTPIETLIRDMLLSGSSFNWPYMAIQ
# CF NFkB block – cystic fibrosis NF-kB activation inhibition | AID 588850 | hit rate 0.86% among 360,000 | inhibition, % at 5 µM | KKLEB NF-kB-GFP reporter, PAF-induced, GFP fluorescence overnight;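 active = at least 50% inhibition at 5 µM, scaled per plate between neutral and stimulator controls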;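 also: PAF is a Pseudomonas aeruginosa culture filtrate used as stimulus; plate controls were PAF-stimulated DMSO wells for no effect and unstimulated DMSO wells for full effect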
# EBV LMP1 NFkB – inhibitors of Epstein-Barr LMP1-induced NF-kappaB reporter. LMP1-induced NF-kappaB luciferase reporter cells, luminescence. inhibition, % at 12.5 µM. hit rate 0.69% among 350,000; in the data active = inhibition above about 41%;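 also: 0% = neutral control wells and 100% = reference inhibitor control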
# KKLEB cytotox – counter-screen for CF NF-kB inhibitors: cytotoxicity. KKLEB CF airway cells viability, ATPlite luminescence, overnight; stronger effect = lower value; cells stimulated with P. aeruginosa culture filtrate. hit rate 0.36% among 360,000. activity change (cytotoxicity), % at 5 µM;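 active = corrected activity change at or below -50% at 5 µM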
# NCOA3 inh – human NCOA3 inhibition. AID 588352. HEK293 GAL4-SRC3 luciferase reporter, luminescence. inhibition, % at 3.6 µM. Q9Y6Q9. hit rate 0.17% among 360,000;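 active = inhibition above a per-campaign cutoff, the mean of all compounds plus 3 SD, cut at about 60% in these data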;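 also: 0% = DMSO-treated cells and 100% = gossypol-treated cells at 36 µM; higher means less SRC3-driven luciferase light from the GAL4 reporter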
# NR5A2 inv ag – suppresses constitutive activity of human LRH-1 | AID 602396 | HEK293T StAR-luciferase reporter, LRH-1 transfected, 24 h | O00482 | inhibition, % at 3.6 µM | hit rate 0.13% among 360,000;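 active = inhibition above the mean inhibition of all tested compounds plus 3 SD, cut at about 73% in these data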;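 also: 0% = DMSO wells and 100% = reporter-only cells lacking LRH-1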
# Target sequence (O00482 whole entry, looked up): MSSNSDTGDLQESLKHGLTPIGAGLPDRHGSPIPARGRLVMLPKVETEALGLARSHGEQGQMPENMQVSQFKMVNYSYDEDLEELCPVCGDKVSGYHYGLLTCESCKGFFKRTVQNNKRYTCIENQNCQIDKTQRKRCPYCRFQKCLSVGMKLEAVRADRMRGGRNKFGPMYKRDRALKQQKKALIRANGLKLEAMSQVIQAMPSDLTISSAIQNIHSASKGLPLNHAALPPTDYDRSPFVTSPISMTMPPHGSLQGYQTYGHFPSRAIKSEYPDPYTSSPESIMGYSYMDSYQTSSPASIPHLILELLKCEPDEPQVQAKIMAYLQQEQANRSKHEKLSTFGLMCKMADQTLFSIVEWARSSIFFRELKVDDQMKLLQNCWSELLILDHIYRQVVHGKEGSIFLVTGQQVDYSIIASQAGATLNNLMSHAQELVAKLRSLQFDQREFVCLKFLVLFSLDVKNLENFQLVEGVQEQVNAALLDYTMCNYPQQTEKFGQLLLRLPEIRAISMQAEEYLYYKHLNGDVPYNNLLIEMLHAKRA
# SRC2 inh – human SRC2 (NCOA2) inhibition; Q15596; hit rate 0.17% among 370,000; AID 651957; HEK293 GAL4-SRC2 luciferase reporter, luminescence; inhibition, % at 9 µM;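 active = inhibition above the mean inhibition of all tested compounds plus 3 SD, set per campaign, cut at about 52% in these data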;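 also: 0% = DMSO treated cells and 100% = cells given Gossypol at 36 µM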
# TROY signal inh – inhibitors of TROY-dependent NF-kB signaling; hit rate 0.98% among 360,000; Q293 LMP1-TROYcd NF-kB luciferase reporter, 4 h; inhibition, % at 10 µM;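 active = compounds whose plate-normalised and pattern-corrected inhibition of the luciferase reporter signal at the single screening dose is 50% or more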
# TRAIL sens C8 – caspase-8 TRAIL sensitization | NB7+C8 cells + TRAIL, ATPlite viability luminescence | inhibition (viability loss, TRAIL sensitization), % at 10 µM | hit rate 1% among 360,000 | AID 624354;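 active = compounds causing at least 50% loss of cell viability in the single-dose screen, relative to plate controls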
# SRC1 inh – inhibitors of human steroid receptor coactivator 1 (SRC1). HEK293 GAL4-SRC1 luciferase reporter, luminescence. hit rate 0.12% among 360,000. inhibition, % at 3.6 µM. AID 588354;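 active = inhibition above the campaign mean plus 3 SD, with each screening campaign given its own cutoff, cut at about 60% in these data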;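 also: 0% = DMSO treated cells and 100% = gossypol at 36 µM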
# Starred values were filed as active, the others as inactive; nt = no result given.
SMILES,TWEAK Fn14 block,NR2F2 inh,CF NFkB block,EBV LMP1 NFkB,KKLEB cytotox,NCOA3 inh,NR5A2 inv ag,SRC2 inh,TROY signal inh,TRAIL sens C8,SRC1 inh
Cc1cc(Cl)ccc1OCC(=O)NCCOc1nc(N2CCCCC2)nc(N2CCOCC2)n1,4.7,-3.0,10.5,0.4,-21.7,6.3,4.4,-30.5,-7.5,-6.7,3.0
COc1ccc(S(=O)(=O)NC2CC(=O)N(c3ccc(C)c(C)c3)C2)cc1 (stereo not drawn),9.6,-5.6,-17.8,3.3,6.7,-0.4,1.6,1.4,-10.6,-0.7,-1.9
O=C(CNC(=O)c1cccc(Br)c1)N/N=C/c1cccs1,-11.7,12.9,-23.5,-6.4,2.7,-1.1,-13.5,4.4,3.4,-5.5,10.5
COc1cc(C(=O)OCC(=O)Nc2cccc(S(=O)(=O)N3CCOCC3)c2)ccc1OCC(C)C,-35.4,-18.5,15.9,2.0,-1.2,1.8,-15.6,-12.1,-10.8,23.4,-12.1
Cc1ccc(S(=O)(=O)N2[C@@H](c3cccc(Cl)c3)C(C(=O)O)=CC[C@H]2c2cccs2)cc1,-1.2,4.2,4.1,3.2,9.4,5.7,-4.5,19.1,-1.9,-2.4,-8.8
C[C@@H]1CN([C@@H](C)CO)S(=O)(=O)c2ccc(C#CC3CCCCC3)cc2O[C@@H]1CN(C)Cc1cccnc1,43.4,2.9,0.8,14.3,-4.3,-10.5,5.8,-13.3,22.1,6.8,7.9
COc1cccc(CNC(=O)CCNS(=O)(=O)c2cccs2)c1,-5.0,0.4,4.2,-2.7,-19.3,-3.7,0.9,-20.4,-6.3,-3.5,-4.7
COc1ccccc1NC(=O)c1ccc(-c2ccc(Br)cc2)o1,-31.6,-18.2,10.0,-26.5,-7.5,-5.8,-1.9,-3.5,-39.0,10.1,-1.4
CCOC(=O)c1cc(C(=O)Nc2ccccc2F)nn1C,12.0,-50.2,-20.8,-14.3,3.4,-78.1,-166.0,-82.5,-64.7,8.2,-112.7
NS(=O)(=O)c1ccc(Sc2ccc3ccccc3c2)nc1,42.5,-8.5,16.4,-7.4,8.5,2.7,18.1,1.2,-11.0,15.1,-16.9
CC(C)C(=O)Nc1ccccc1-c1nc2ccccc2[nH]c1=O,-7.0,-19.7,-6.4,-1.4,4.3,-5.8,-11.2,-19.1,15.3,-7.8,10.5
COC(=O)c1ccccc1NC(=O)CN(c1ccc(C)cc1)S(C)(=O)=O,4.0,16.4,5.8,7.3,-4.5,-2.2,8.0,-2.6,4.8,3.6,16.3
N#Cc1cnn(-c2cc(Cl)ccc2Cl)c1N,-18.4,-2.8,-23.3,2.4,7.0,-13.1,8.1,-25.8,-3.9,-8.5,3.8
CCCN(CC(=O)Nc1ccccc1C)C(=O)c1ccc(N2CCCC(C)C2)c([N+](=O)[O-])c1 (stereo not drawn),-18.0,26.6,21.6,-5.0,-11.8,-23.2,11.9,-1.8,-13.8,3.1,2.3
COc1ccc(NC(=O)CCC(=O)OC(C(=O)c2ccccc2)c2ccccc2)cc1 (stereo not drawn),-6.5,-17.5,8.0,-3.6,-3.5,6.2,10.1,-9.2,-32.4,6.2,-15.9
Cc1nn(C(C)C(=O)NCc2cccs2)c(C)c1[N+](=O)[O-] (stereo not drawn),-16.8,6.1,0.2,0.9,-1.4,18.7,8.3,18.7,2.3,1.1,-4.2
CC1CC1C(=O)N(CCC1=CCCCC1)c1c(N)n(Cc2ccccc2)c(=O)[nH]c1=O (stereo not drawn),0.4,9.5,-1.3,-11.9,3.8,1.9,11.4,17.8,-15.1,10.7,8.7
CC(CCC(C)OC(=O)c1ccccc1C(=O)O)OC(=O)c1ccccc1C(=O)O (stereo not drawn),3.7,-9.7,10.6,-0.1,-10.6,-9.8,-0.8,-3.4,0.2,-1.5,-32.7
COc1cc(NC(=O)c2ccc3c(c2)OCCO3)ccc1NC(=O)c1cccs1,0.5,-10.2,3.4,3.6,-3.7,0.6,-46.4,13.0,-29.1,2.7,-8.0
Cc1ccc(C)c(S(=O)(=O)N2CCN(C(=O)CCC(=O)NCc3ccc(Cl)cc3)CC2)c1,-21.1,4.5,0.0,1.3,6.4,-1.7,-6.8,-1.3,-6.4,1.4,-3.6
O=C(CNC(=O)c1ccc2c(c1)OCO2)NCc1cccs1,5.4,-5.2,-4.8,5.0,20.7,-20.8,2.9,1.8,-4.5,-3.1,-1.1
COc1ccccc1CNC(=O)C(Cc1ccccc1)NC(=O)c1ccccc1 (stereo not drawn),1.4,8.4,-10.9,-0.5,1.6,9.2,6.5,2.0,17.5,21.1,-0.9
O=S(=O)(/C=C/c1ccccc1)N1CCN(Cc2ccc3c(c2)OCO3)CC1,2.6,-10.2,-11.3,-1.5,11.7,1.3,1.6,-18.2,15.0,0.8,-9.8
Cc1ccc(S(=O)(=O)CCc2nc3ccccc3s2)cc1C,11.7,6.0,-7.3,-4.6,6.8,-10.6,-0.4,-20.4,-1.5,9.1,-5.9
NS(=O)(=O)c1cccc(NC(=O)c2cc3ccccc3o2)c1,-45.7,-7.3,-7.1,-0.7,-6.7,-35.6,-7.0,-15.0,-48.4,63.4*,-34.2
# Carrying on:
SMILES,TWEAK Fn14 block,NR2F2 inh,CF NFkB block,EBV LMP1 NFkB,KKLEB cytotox,NCOA3 inh,NR5A2 inv ag,SRC2 inh,TROY signal inh,TRAIL sens C8,SRC1 inh
COCCSc1nnc(NC(=O)Cc2ccc(OC)c(OC)c2)s1,1.6,-8.7,7.3,-0.7,-5.8,20.4,-8.3,9.0,7.0,-7.0,4.2
COc1ccc(S(=O)(=O)N2CCN(CC(=O)N3CCNC3=O)CC2)cc1OC,0.8,11.0,0.2,1.3,-3.4,-2.1,-26.1,-23.1,0.9,15.0,-17.2
COc1ccc(-c2csc(NC(=O)CSc3n[nH]c(C)n3)n2)cc1,16.8,-5.9,-9.9,-5.7,26.8,-55.6,-48.8,-19.7,4.0,23.0,-31.2
N#CCCn1[nH]c(-c2ccccc2)cc1=O,-5.2,10.2,-7.7,-2.9,-9.3,23.7,10.8,-5.8,6.8,-12.5,-40.3
COc1ccc2c(CC(=O)Nc3nccs3)coc2c1,-8.9,-13.5,22.3,3.2,-0.8,-32.8,-51.9,-37.3,-88.9,-5.1,-31.4
CC1(C(=O)NS(=O)(=O)c2ccccc2Cl)CCN1C(=O)CC1CCCC1 (stereo not drawn),-18.2,-0.1,10.3,nt,-9.4,-22.7,-14.2,-1.1,0.5,2.3,9.1
Cc1cc(C)cc(NC(=O)Nc2cccnc2)c1,1.7,-24.6,-14.9,-5.2,7.3,-1.7,-19.7,6.8,-9.1,6.8,13.3
CCOC(=O)CSc1nc(C(C)C)nc2sc(C)c(C)c12,-3.5,14.9,-2.0,-2.0,-10.5,8.6,14.1,-13.5,-18.4,0.6,-14.3
Cc1nonc1CC(=O)N1CCCC(C(=O)c2ccc(Cl)cc2)C1 (stereo not drawn),-3.9,2.6,7.4,-5.5,-8.2,11.4,-6.5,-12.7,2.4,-5.0,-1.6
CC1=CC(c2ccccc2)n2nc(N3C(=O)c4ccccc4C3=O)nc2N1 (stereo not drawn),2.1,0.3,12.5,5.6,2.7,2.2,-6.6,-20.1,-5.6,11.0,-5.3
Cc1nc2c(OCc3ccc(Cl)cc3Cl)cccn2c1N(C)CC1CC1,5.9,-1.7,33.8,nt,-26.5,4.1,1.4,-23.1,-32.9,39.0,2.3
O=C(CN1C(=O)NC(Cc2ccccc2)C1=O)Nc1ccccc1OC(F)F (stereo not drawn),1.9,-17.9,26.8,1.6,-9.5,-5.8,11.4,6.0,5.8,-17.9,1.8
O=C(c1ccc2c(c1)OCO2)C1CCCN(Cc2ccc3nsnc3c2)C1 (stereo not drawn),-12.5,14.1,-34.2,0.4,-7.2,13.8,-8.8,-35.7,-1.7,-1.9,-8.5
COc1cc(C(=O)NNC2=CC(=O)CC(C)(C)C2)cc(OC)c1OC,-10.1,-4.1,7.3,15.3,10.0,6.8,2.5,-0.3,30.4,1.6,9.3
O=C(NCCc1ccccn1)c1c(-c2ccccc2)sc2ccccc12,8.4,-7.1,-1.6,-12.5,4.8,-6.2,16.2,-44.2,-13.1,-3.1,-0.5
COc1ccc(CCNS(=O)(=O)c2ccc([N+](=O)[O-])cc2)cc1OC,-9.6,2.9,-22.8,-13.8,-6.2,2.5,9.9,-18.2,-16.5,4.3,-4.8
Cc1ccc(C(=O)NNC(=O)c2cc(OCC(F)(F)F)ccc2OCC(F)(F)F)cc1,1.3,-4.0,2.1,7.7,10.8,9.4,1.9,-33.4,-19.1,22.5,-35.4
O=C1NC(=S)SC1=Cc1ccc(Cl)cc1,8.9,-0.1,35.9,-0.4,-19.8,-14.4,-28.2,-15.6,16.7,34.6,-14.5
O=C(CCCN1C(=O)c2ccccc2C1=O)N1CCN(c2ccccn2)CC1,-31.7,-6.7,-1.8,-16.4,2.5,-8.3,-0.2,-4.3,8.0,3.5,7.8
CSc1nc2c(cnn2-c2ccc(C)c(C)c2)c(=O)[nH]1,-29.6,3.6,4.6,6.0,-4.8,12.3,11.3,-5.9,0.2,-5.1,-13.9
Cc1ccc(-c2cc(C(=O)OCC(=O)N(C)C3CCS(=O)(=O)C3)c3ccccc3n2)o1 (stereo not drawn),-0.6,-4.0,-15.2,-4.9,-2.2,7.2,-6.8,-23.9,-7.1,12.3,4.3
CCN(CC)C(=O)c1cccc(-c2csc(C(O)c3ccc(F)cc3)n2)c1 (stereo not drawn),7.9,28.2,7.8,nt,1.0,-12.8,14.7,30.0,19.9,0.0,9.8
O=C(c1cc(COc2ccc(F)cc2Cl)on1)N(CCO)Cc1cccs1,1.2,-11.3,-1.5,-4.4,1.4,-24.9,-28.2,9.2,-54.0,-0.6,1.7
Cc1cccc(N(CC(=O)NCCc2ccccc2)C(=O)c2csnn2)c1,25.5,-7.8,0.8,-11.0,1.6,15.8,-15.3,-4.6,11.3,3.6,9.9
CC(C)(C)C(=O)Nc1ccccc1C(=O)Nc1ccccn1,-6.7,16.2,11.6,-14.1,-11.2,-6.7,-1.3,-10.1,0.1,-2.7,-3.0
Cc1ccc(C(=O)Oc2cc(C)n(C)c(=O)c2)cc1,54.0*,17.9,4.5,4.6,-3.8,19.7,-8.7,-12.8,41.0,-16.8,-4.3
CC(OC(=O)c1cccc(-n2cnnn2)c1)C(=O)NC1(C#N)CCCCC1 (stereo not drawn),10.6,-2.3,-12.3,-0.8,2.2,-10.2,1.1,-15.9,1.1,-13.7,-8.2
CCOC(=O)C[C@H]1c2ccccc2S(=O)(=O)N1c1ccccc1,5.9,3.4,8.8,4.5,-9.6,-12.8,-10.7,-12.1,-18.3,-13.3,-18.2

# Ordered by the number under SRC2 inh (rising): 3 of the compounds above
Compound | SRC2 inh
O=C(c1ccc2c(c1)OCO2)C1CCCN(Cc2ccc3nsnc3c2)C1 (stereo not drawn) | -35.7
CCOC(=O)CSc1nc(C(C)C)nc2sc(C)c(C)c12 | -13.5
Cc1ccc(C(=O)Oc2cc(C)n(C)c(=O)c2)cc1 | -12.8
